All columns: NCI-60 one-dose screen, growth in % after 48 h at 10 µM unless noted; 100 = growth as untreated, 0 = no growth, -100 = all killed.
OVCAR-8: OVCAR-8 ovarian cancer | actives 4.4% (n = 81,000) | AID 1794782
HCC-2998: HCC-2998 colon cancer | actives 4.7% (n = 79,000)
KM12: KM12 colon cancer cells. actives 5% (n = 82,000). AID 1794800
SW-620: SW-620 colon cancer; actives 5.2% (n = 82,000); AID 1794795
DU-145: DU-145 prostate cancer | actives 4.2% (n = 81,000) | AID 1794760
OVCAR-4: OVCAR-4 ovarian cancer cells | actives 3.7% (n = 80,000)
OVCAR-5: OVCAR-5 ovarian cancer; actives 2.9% (n = 82,000); AID 1794783
OVCAR-3: OVCAR-3 ovarian cancer; actives 7% (n = 79,000)
PC-3: PC-3 prostate cancer cells | actives 3.9% (n = 80,000)
* = called active by the depositor; nt = not tested or not shown; & = joins results of further samples; [ ] = remark or other dose. Rule for the calls: active = growth percent below 10; inactive = the rest.

SMILES	OVCAR-8	HCC-2998	KM12	SW-620	DU-145	OVCAR-4	OVCAR-5	OVCAR-3	PC-3
N#Cc1c(Nc2ccc(F)c(Cl)c2)n[nH]c1-c1cccs1	93	112	91	89	101	91	93	97	81
CCC(=O)CC1(C(=O)OC)NC(=S)NC(=O)C1C#N (stereo not drawn)	128	112	104	99	107	103	111	113	100
Cc1cccc(-n2c(SCC(=O)Nc3ccc(S(=O)(=O)Nc4cc(C)on4)cc3)nc3ccccc3c2=O)c1	102	97	98	106	105	102	94	104	97
COc1ccc(/C=N\NC(=O)c2ccc(-c3nc4ccc(C)cc4[nH]3)cc2)cc1	104	98	102	105	113	97	87	108	100
CN(C)Cc1cn(-c2ncc(-c3ccc(C(F)(F)F)cc3)c(NC3CCCCCC3)n2)nn1	83	95	86	99	89	80	110	86	78
COc1cc(NCC(=O)Nc2cc(Nc3ccccc3)ncn2)c(Cl)c(OC)c1Cl	94	95	92	99	111	108	90	108	95
Nc1ccc(C2c3ccccc3Oc3ccccc32)cc1	102	117	103	101	106	105	101	96	90
CCOC(=O)c1ccc2c3c(ccc(C(=O)OCC)c13)C=C2	97	105	108	112	112	91	87	107	102
COC(OC)c1cccc(N)c1	104	94	107	105	105	109	91	106	77
N#Cc1c(-c2ccc(Cl)cc2)nc(SCC(=O)Nc2nc(-c3ccc(Cl)cc3)cs2)[nH]c1=O	99	102	109	98	115	117	96	116	88
CS(=O)(=O)c1ccc(-c2cc3c(Nc4ccc(F)c(Cl)c4)ncnn3c2)cc1	102	112	97	102	103	88	107	96	92
CC1(C)O[C@H]2OC3CCC(=O)CC3(O)[C@H]2O1 (stereo partly drawn)	98	99	102	105	107	110	107	104	82
O=c1[nH][nH]c2ccccc12	91	105	101	101	110	113	100	113	93
COCCCNCCOC(=O)c1ccc(N)cc1	93	91	103	108	104	113	115	106	78
CCC(C)OC(=Nc1cccc2ccccc12)Nc1cccc2ccccc12 (stereo not drawn)	99	100	98	95	100	101	96	98	97

Entries of single compounds, quoted from the list. Order of values: OVCAR-8, HCC-2998, KM12, SW-620, DU-145, OVCAR-4, OVCAR-5, OVCAR-3, PC-3
COCCCNCCOC(=O)c1ccc(N)cc1 reads 93, 91, 103, 108, 104, 113, 115, 106, 78
CS(=O)(=O)c1ccc(-c2cc3c(Nc4ccc(F)c(Cl)c4)ncnn3c2)cc1 reads 102, 112, 97, 102, 103, 88, 107, 96, 92

Further records.
SMILES	OVCAR-8	HCC-2998	KM12	SW-620	DU-145	OVCAR-4	OVCAR-5	OVCAR-3	PC-3
Cc1nn(-c2ccc([N+](=O)[O-])cc2)c(C)c1N=Nc1ccc(Br)cc1	86	102	102	107	98	102	101	106	114
N#Cc1c(-c2ccccc2Cl)cc(-c2ccc(Br)s2)[nH]c1=O	104	112	106	108	109	105	98	108	95
COc1cc(C(=O)c2ccccc2C(=O)O)c(OC)c2c1CCCC2	101&104	101&107	104&99	106&98	106&99	99&99	106&112	105&93	103&93
CN1CCCNc2c(c(=O)c2=O)NCCCN(C)CCCNc2c(c(=O)c2=O)NCCCN(C)CCCNc2c(c(=O)c2=O)NCCCN(C)CCCNc2c(c(=O)c2=O)NCCCN(C)CCCNc2c(c(=O)c2=O)NCCCN(C)CCCNc2c(c(=O)c2=O)NCCCN(C)CCCNc2c(c(=O)c2=O)NCCC1	19	71	35	41	-30*	67	100	36	78
CN(C)CCN1C(=O)NC(c2ccccc2)(c2ccccc2)C1=O	99	118	118	97	109	101	111	116	95
Cc1ccc(NC(=O)Oc2ccc(C#N)cc2)c(C)c1	105[100 µM]	114[100 µM]	103[100 µM]	103[100 µM]	110[100 µM]	99[100 µM]	110[100 µM]	111[100 µM]	93[100 µM]
COc1ccc(Cn2c(C(N)=O)cc3c2-c2nc(N)ncc2CCC3)cc1	99	104	98	91	99	100	88	107	99
CC1=NNC(=O)C1CCC(=O)N/N=C(\C)c1ccc2ccccc2c1 (stereo not drawn)	102	107	99	103	102	117	77	105	95
CC(C)OC(=O)CO	103	110	106	99	105	98	108	114	104
COc1ccc(C(=O)COc2ccc(/C=C3/Oc4cc(OC)ccc4C3=O)cc2)cc1	41	97	108	110	121	106	108	106	107
COc1cccc(-c2nc3sccn3c2/C=C/C(=O)c2ccc(C(F)(F)F)cc2)c1	81	102	73	66	88	93	93	79	63
CCC(CC)COC(=O)c1nn(C(C)=O)c2cc(F)c(F)cc12	106	118	100	101	97	85	93	106	104
Cc1ccc(S(=O)(=O)c2nc(-c3ccccc3)oc2SCC(=O)Nc2ccc(F)cc2)cc1	59	102	88	92	87	56	104	90	72
O=C(CCc1ccccc1)N1CCN(C(=O)CCc2ccccc2)CC1	96	109	111	109	140	101	110	118	94
Cc1ccc(-c2nc3sc(C)cn3c2/C=C/C(=O)c2c(F)cccc2F)cc1	96	106	101	106	115	120	99	111	90

Some of the entries so far, as comma-separated lines.
SMILES,OVCAR-8,HCC-2998,KM12,SW-620,DU-145,OVCAR-4,OVCAR-5,OVCAR-3,PC-3
CN(C)CCN1C(=O)NC(c2ccccc2)(c2ccccc2)C1=O,99,118,118,97,109,101,111,116,95
Cc1ccc(NC(=O)Oc2ccc(C#N)cc2)c(C)c1,105[100 µM],114[100 µM],103[100 µM],103[100 µM],110[100 µM],99[100 µM],110[100 µM],111[100 µM],93[100 µM]
COc1ccc(Cn2c(C(N)=O)cc3c2-c2nc(N)ncc2CCC3)cc1,99,104,98,91,99,100,88,107,99

The list goes on.
SMILES	OVCAR-8	HCC-2998	KM12	SW-620	DU-145	OVCAR-4	OVCAR-5	OVCAR-3	PC-3
O=C(/C=C/c1ccncc1)N1CCc2ccc([N+](=O)[O-])cc2C1	101	118	105	93	105	112	100	105	97
CCc1ccc(CCC(=O)Nc2ncc(Cc3ccc(Cl)cc3)s2)o1	31	47	22	19	14	64	52	1.1*	29
Cc1cc(Cl)ccc1OCC(=O)OCC(C)(C)[N+](=O)[O-]	102	104	96	97	108	97	101	110	98
CC(C)(O)CCC1=C(O)c2ccccc2C(=O)C1=O	97	106	101	96	118	94	105	105	92
CCCCN1C=C/C(=C\C(=O)n2ccc3ccccc32)c2ccccc21	101	100	93	88	102	61	93	89	82
CCCCC(CC)(CC(=N)C(C)(C)C)c1ccccc1 (stereo not drawn)	99	129	118	122	135	98	85	106	95
CC1SC(c2ccccc2Br)N(NC(=O)CCC(=O)c2nc3ncccc3[nH]2)C1=O (stereo not drawn)	95	86	84	82	95	80	117	88	72
O=C(O)c1ccc(N2C(=O)/C(=C\c3ccc(-c4ccc(F)cc4)o3)SC2=S)cc1	94	104	99	103	109	91	107	106	nt
Brc1ccc(Nc2nc(Nc3cnc4ccccc4c3)c3[nH]cnc3n2)cc1	84	103	89	92	81	74	101	60	28
COc1cccc(/C=C/c2c(C(=O)c3ccccc3)c(C)nc3ccccc23)c1	94	102	93	90	102	89	99	96	85
Fc1cc(Br)ccc1-n1cnc2c(Nc3ccccn3)nc(Cl)nc21	101	102	96	106	106	95	105	104	86
O=C(O)/C=C\C(=O)ONCc1ccccc1	100	103	102	105	112	103	106	114	97
C/C=C/c1ccc(OC(C)=O)c(OC)c1	100	112	95	109	106	108	91	111	93
CC1(CO)CCCC12OCCO2 (stereo not drawn)	106	111	112	108	117	111	97	108	103
CC[N+](C)(CC)CC[N+]1(C)Cc2c(Cl)c(Cl)c(Cl)c(Cl)c2C1	108	106	105	93	108	106	104	101	89
O=C(O)C(Nc1ccc2nc3n(c(=O)c2c1)CCC3)c1ccc(F)cc1 (stereo not drawn)	101	116	105	105	114	109	102	113	101
O=c1onc(-c2ccccc2)c2ccccc12	103	99	110	103	113	106	116	113	102
COc1cc2oc(-c3cccc(NC(=O)c4ccc(C(F)(F)F)cc4)c3)cc(=O)c2c(OC)c1OC	62	95	87	98	96	78	89	97	73
COc1ccc(COc2cc3oc(=O)c4cc(C(C)O)ccc4c3cc2OC)cc1 (stereo not drawn)	25	nt	53	50	95	54	86	59	53
Cc1ccccc1NC(=S)Nc1ccccc1O	97	114	95	93	91	112	107	101	83
COc1ccc([C@H]2[C@H](C(=O)Nc3cccc(C)n3)c3ccccc3C(=O)N2c2ccccc2)cc1	86	94	67	95	104	105	116	104	47
Cc1nc(Cl)cc(N(c2cc(Cl)nc(C)n2)c2ncc(C(=O)Nc3c(C)cccc3Cl)s2)n1	63	81	80	97	77	nt	39	50	32
CC(=O)NS(=O)(=O)OC[C@H]1O[C@@H](n2cnc3c(N)ncnc32)[C@H](O)[C@@H]1O	95	101	105	107	81	107	96	102	84
NNC(=O)CSc1nc2scc(-c3ccccc3)c2c(=O)n1-c1ccccc1	123	84	108	112	111	93	98	99	81
CCOC(=O)C1=C(N)N(c2ccc(Cl)cc2)C2=C(C(=O)CC(C)(C)C2)C1c1ccc(Cl)cc1Cl (stereo not drawn)	71	77	46	nt	77	44	83	51	21
COc1ccc(C2=Nc3c(C)nn(-c4ccccc4)c3NC(c3ccc(Oc4ccnc5cc(Cl)ccc45)c(OC)c3)C2)cc1 (stereo not drawn)	75	90	85	82	100	43	95	80	55
CCN1c2ccccc2SC1CC1=C(O)C(CC2Sc3ccccc3N2CC)=C1O (stereo not drawn)	107	115	103	101	106	105	105	107	98
COc1ccc(CN2CCc3c(NCc4ccccc4)nc(N)nc3C2=O)c(OC)c1	80	111	83	87	106	78	79	85	92
O=c1cc(-c2nn[nH]n2)[nH]c(=O)[nH]1	117	91	101	102	113	nt	94	120	nt
Clc1ccccc1C=Nc1n[nH]c(Nc2ccccc2)c1-c1nc2ccccc2s1	102	123	92	103	109	96	96	105	99
Cc1cc2nc3c4cc(Cl)ccc4n(CC(=O)NCCN(C)C)c3nc2cc1C	56	83	86	-81*	94	96	-17*	97	61
Cc1cc(NS(=O)(=O)c2ccc(Nc3nc(/C=C/c4ccc(O)cc4)nc4ccccc34)cc2)no1	102	100	109	99	111	106	100	104	95
COc1cc(C2CC(c3ccc(C)cc3)=Nc3c(N)nc(N)nc3N2)ccc1Oc1nc(Nc2ccc(F)cc2)nc(N(C)C)n1 (stereo not drawn)	61	30	52	59	54	51	100	56	46
O=c1cc(-c2ccccc2O)oc2c(O)c(O)ccc12	98	98	109	109	112	92	108	115	104
COc1cc2c(c(OC)c1OC)[C@]1(OCC[C@H]1C)c1cccc(OC)c1-2	105	103	100	104	109	102	99	nt	99
CNS(=O)(=O)N1CCc2c(Br)c3c(c(OC)c2C1CCc1ccccc1)OCO3 (stereo not drawn)	9.9*	-13*	2.0*	8.5*	12	-2.3*	-40*	-49*	4.0*
CC1(C)[C@H]2CC[C@@]1(C)C(=O)C2	108	99	104	99	99	114	101	107	453
COc1ccc(/C=C(\c2cc(OC)c(OC)c(OC)c2)c2nnc(-c3ccccc3)o2)cc1	97	97	89	93	97	79	92	95	66
O=[N+]([O-])c1ccc2cn(C3OC(CO)C(O)C3O)nc2c1 (stereo not drawn)	106	108	106	106	122	102	108	105	100
COc1cc([C@@H]2c3cc4c(cc3[C@H](SC(=N)N)[C@H]3COC(=O)[C@H]23)OCO4)cc(OC)c1OC	23	-1.4*	-0.3*	22	6.8*	55	28	1.6*	20
CC(=O)n1cc(/C=C2\N=C(c3ccc(Cl)cc3)N(c3ccc(S(=O)(=O)Nc4nccs4)cc3)C2=O)c2ccccc21	66	107	70	96	102	73	105	77	73
CCCCCCCC/C=C/CCCCCCCC(=O)OCCN1C(=O)c2ccccc2C1=O	99	99	120	100	117	97	106	120	97
N#Cc1c(-c2ccccc2)c2c(N)nn(-c3ccccc3)c2oc1=O	100	101	103	102	109	113	102	109	100
CC(C)N(C(=O)CSc1nc2c([nH]1)c(=O)n(C)c(=O)n2C)c1ccccc1	75	nt	110	117	124	109	103	103	66
COc1ccc2cc(-c3ccc(C(=O)NN)c(C)n3)ccc2c1	102	100	103	107	103	91	92	92	93

Some entries already given with just DU-145, OVCAR-4 and OVCAR-8:
Compound	DU-145	OVCAR-4	OVCAR-8
CC(=O)n1cc(/C=C2\N=C(c3ccc(Cl)cc3)N(c3ccc(S(=O)(=O)Nc4nccs4)cc3)C2=O)c2ccccc21	102	73	66
CCCCCCCC/C=C/CCCCCCCC(=O)OCCN1C(=O)c2ccccc2C1=O	117	97	99
N#Cc1c(-c2ccccc2)c2c(N)nn(-c3ccccc3)c2oc1=O	109	113	100
CC(C)N(C(=O)CSc1nc2c([nH]1)c(=O)n(C)c(=O)n2C)c1ccccc1	124	109	75
COc1ccc2cc(-c3ccc(C(=O)NN)c(C)n3)ccc2c1	103	91	102

Going on with the list:
SMILES	OVCAR-8	HCC-2998	KM12	SW-620	DU-145	OVCAR-4	OVCAR-5	OVCAR-3	PC-3
CCN(CC)CCCNc1nc(SC)nc(-c2cccc(N)c2)c1C#N	102	109	100	102	113	106	98	113	95
c1ccc(CCNc2ccnc3ccccc23)cc1	93	86	90	93	98	65	91	79	70
NNc1nc2ccccc2s1	103&112	88&98	106&103	95&101	115&112	90&107	102&95	99&91	87&85
Nc1cc(-c2ccc(Cl)cc2)nn1-c1nc(-c2ccccc2)cs1	102	102	96	99	111	98	96	105	90
Oc1[nH]c2ccccc2c1N=Nc1n[nH]c(=S)n1/N=C/c1cc(-c2ccccc2)cs1	105	119	100	100	98	90	111	122	91
CCCCCCCC(C)NCCOC(=O)c1ccc([N+](=O)[O-])cc1 (stereo not drawn)	99	108	103	108	103	111	110	111	95
Cc1cnc(SCc2ccc(F)cc2)nc1N(C)C	107	116	120	114	120	117	111	114	99
CC(C)C[C@H](NC(=O)[C@H](Cc1ccccc1)n1ccc(Nc2ccccc2)cc1=O)B(O)O	99	121	98	101	106	101	98	109	96
Cc1ccc(C2=Nn3c(nnc3-c3cc(Cl)cc(Cl)c3Cl)SC2)cc1C(N)=O	110	74	86	102	97	86	105	90	93
Nc1nc(-c2ccccc2)c(CCCNc2ccccc2)c(=O)[nH]1	97&111	98&103	97&113	101&105	115&117	95	98&104	108&110	80&95
O=[N+]([O-])c1cc(I)c(Br)c(-c2cc([N+](=O)[O-])cc(I)c2Br)c1	95	104	104	110	115	105	128	138	102
NC(=O)c1[nH]cnc1N	101&97	113&116	105&173	112&127	119&174	111&108	96&115	117	95&121
